From PubChem BioAssay
LmPK inh: LmPK (Leishmania mexicana) enzyme inhibition; Q27686; purified LmPK, Kinase-Glo ATP luminescence, 1 h; Potency, µM (series often up to 57.5 µM), inactives show at the highest dose activity change, negative = inhibition, hits mostly inhibitors; 290,000 compounds, 0.37% hits; note: potency is the fitted concentration of half-maximal effect; % is set by controls: 0 for no effect and ±100 for the full control effect
Target sequence (Q27686 whole entry, looked up): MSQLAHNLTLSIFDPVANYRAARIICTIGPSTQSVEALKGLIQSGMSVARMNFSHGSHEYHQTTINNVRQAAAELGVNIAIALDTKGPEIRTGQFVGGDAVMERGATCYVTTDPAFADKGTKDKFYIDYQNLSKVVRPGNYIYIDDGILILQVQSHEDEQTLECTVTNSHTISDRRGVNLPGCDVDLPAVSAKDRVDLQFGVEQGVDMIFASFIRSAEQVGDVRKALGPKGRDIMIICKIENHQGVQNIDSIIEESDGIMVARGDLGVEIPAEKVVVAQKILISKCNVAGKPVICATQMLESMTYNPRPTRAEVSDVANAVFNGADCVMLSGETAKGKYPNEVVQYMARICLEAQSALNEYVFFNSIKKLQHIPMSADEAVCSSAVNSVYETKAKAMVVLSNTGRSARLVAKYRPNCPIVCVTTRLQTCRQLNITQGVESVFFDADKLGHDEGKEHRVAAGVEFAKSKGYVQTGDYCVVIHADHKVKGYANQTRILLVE
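Purified LmPK (0.1 nM) with 0.5 mM PEP and 0.1 mM ADP in imidazole buffer pH 7.2 with MgCl2/KCl, 1 h at room temperature. ATP formed was read by luciferase luminescence and normalized to no-enzyme and uninhibited controls.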
TbPYK inhibitor: T. brucei pyruvate kinase inhibition; TbPYK enzyme, Kinase-Glo Plus ATP luminescence, 45 min; 410,000 compounds, 0.12% hits; Q57TT1; Potency, µM (series often up to 76.8 µM), without a hit: at the top dose activity, negative = inhibition, usual class: inhibitors; note: potency is the fitted concentration of half-maximal effect; % is set by controls: 0 for no effect and ±100 for the full control effect; nearly all actives have a fitted effect of over 50% in size
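Glycolytic pyruvate kinase of T. brucei was incubated with substrate, test compound and 130 uM ADP for 45 minutes at room temperature. Luminescent Kinase-Glo Plus signal was measured after 10 minutes.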
AMA1-RON2 inh: inhibitors of Plasmodium falciparum AMA1-RON2 interaction. AlphaScreen AMA1-biotinylated RON2 peptide binding. Potency, µM (doses to about 58.2 µM), without a hit: at the highest dose activity change, negative = inhibition, hits mostly inhibitors. 360,000 compounds, 0.2% hits;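 note: potency is the fitted concentration of half-maximal effect; 0% = vehicle wells and -100% = peptide control; nearly all actives have a fitted effect of over 45% in size; some results filed as inactive show a strong effect at the top dose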
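AMA1 (3D7) with his tag at 25 nM final met compounds first, then biotinylated RON2 peptide at 25 nM; detection used donor plus acceptor beads, 10 µg/mL apiece, read by AlphaScreen after 30 min at room temperature.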
Pf growth 48h: P. falciparum growth inhibition at 48 hours (one generation); Potency, µM (series often up to 28.7 µM), inactives show at the top dose activity change, negative = inhibition, actives largely listed as inhibitors; 310,000 compounds, 5.9% hits; P. falciparum luciferase growth in erythrocytes, 48 h; AID 504832; note: potency is the fitted concentration of half-maximal effect; % is set by controls: 0 for no effect and ±100 for the full control effect
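Read-out is firefly luciferase luminescence from an integrated reporter in P. falciparum, so falling signal marks reduced parasite growth. Infected erythrocytes were at 2% hematocrit and 0.1% parasitemia (final) in Albumax-supplemented RPMI 1640.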
Pf growth 96h: P. falciparum growth inhibition at 96 hour, primary screen for plastid delayed-death inhibitors | AID 504834 | Potency, µM (highest dose often 28.7 µM), for inactives: at the top dose activity change, negative = inhibition, hits mostly inhibitors | P. falciparum luciferase reporter growth, 96 h | 320,000 compounds, 6.9% hits; note: potency is the fitted concentration of half-maximal effect; % is set by controls: 0 for no effect and ±100 for the full control effect
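P. falciparum expressing integrated firefly luciferase, in erythrocytes at 2% hematocrit, 0.05% parasitemia, incubated with compounds 96 h at 37 C, 5% CO2. Growth inhibition read as loss of luminescence; two-generation exposure targets delayed-death apicoplast inhibitors.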
CHX counter: affects cycloheximide protein synthesis inhibition readout, counter-screen | cell reporter, cycloheximide protein synthesis inhibition counterscreen | max response, % | 300,000 compounds, 12% hits; in the data active = max response mostly above about 13%, no sharp cut-off; inactive = mostly below about 14%; note: read at 38.3 µM for the half of the compounds with a filed dose; 0% is about no effect
Shiga inhibitor: Shiga toxin inhibition. Vero cells, Shiga toxin protein synthesis inhibition reporter. inhibition, % at 38.7 µM. 290,000 compounds, 9.2% hits; in the data active = inhibition mostly above about 28%, no sharp cut-off; inactive = mostly below about 43%; note: 0% is about no effect
* = called active by the depositor; u = inconclusive; x = no result given; & = joins results of further samples; [ ] = dose if it differs, or a comment. Unless noted, calls come from the whole dose curve; as a rule, active = well fitted curve in the direction sought with a large enough effect; inconclusive = small, poorly fitted or top-dose-only effect, or another doubt; inactive = no such curve, though single readings can be large; an effect the other way counts as inactive or inconclusive.

SMILES	LmPK inh	TbPYK inhibitor	AMA1-RON2 inh	Pf growth 48h	Pf growth 96h	CHX counter	Shiga inhibitor
O=C(COC(=O)c1cccnc1Cl)NCc1ccc2c(c1)OCO2	4%	-5%	-7%	13%	11%	-2	-12
Cc1csc(NC(=O)c2nn(C)c(C)c2[N+](=O)[O-])n1	-11%	-1%	-5%	103%[activator]	114%[activator]	25*	52*
CC1CCCN(C(=O)CSc2nnc(-c3cccnc3)n2C2CCCCC2)C1 (centres undefined)	-3%	1%	-20%	u	-18%	-3	-9
C=CCn1cccc(C(=O)Nc2ccc(OC)cc2)c1=O	-9%	-5%	1%	173%[activator]	u	48*	62*
CCC(=O)Nc1ccccc1-c1nc2ccccc2[nH]c1=O	1%	3%	-9%	10%	u	1	8
Cc1cc(Br)ccc1SCC(=O)Nc1cccnc1	-1%	-10%	33%[activator]	u	u	-4	-3
O=C(c1cc(COc2ccc3ncccc3c2)on1)N1CCCC(O)C1 (centres undefined)	-16%	-2%	6%	49%[activator]	u	3	10
Cc1nc2ccc(N=NC3=C(O)CCCC3=O)cc2s1	-19%	-2%	-12%	15%	27%	50*	72*
CN(CC(=O)Nc1cccc(F)c1)C(=O)CCc1nc2sc3c(c2c(=O)[nH]1)CCCC3	x	-6%	-10%	-10%	-21%	x	x
CCCc1nc(-c2ccc(-c3ccc(F)cc3)cc2)no1	5%	3%	6%	x	u	18*	29
CCCN(CCC)Cc1c(C(=O)N/N=C/c2cccs2)nnn1-c1nonc1N	3%	-6%	6%	8%	-1%	-1	13
NC(=O)c1c(N)sc2c1CCC2	1%	-25%	7%	25%	30%[activator]	0	23
CC1CCC(N2CCN(C(=O)c3ccccc3F)CC2)CC1 (centres undefined)	5%	5%	-29%	0%	12µM*	-2	8
O=C(Nc1cccs1)N1CCN(c2ncccn2)CC1	-2%	8%	-3%	u	u	15	2
CCN1CCCC1Cn1cnc2c([nH]c3ccc(OC)cc32)c1=O (centres undefined)	0%	-9%	1%	20%	0%	1	19
Cn1c(SCc2cc(=O)n3cc(Br)ccc3n2)nnc1C1COc2ccccc2O1 (centres undefined)	-1%	-15%	2%	x	32%[activator]	-2	-20
CCCCCCCCCCCCN1C/C(=C\C(=O)OCC)c2ccccc2S1(=O)=O	-1%	-6%	44%[activator]	u	u	-2	-4
CCC(Cc1c(I)cc(I)c(O)c1I)C(=O)O (centres undefined)	x	-19%	x	-16%	4%	x	x
Cc1cc(C)nc(N2CCCC(C(=O)Nc3ccc4nc(C)c(C)nc4c3)C2)n1 (centres undefined)	0%	-4%	-7%	12µM*	x	-4	-11
CC1CCN(CCCNC(=O)CCc2nnc3n(CCc4ccccc4)c(=O)c4ccccc4n23)CC1	-1%	0%	10%	u	-17%	18	12
Cn1c(SCC(=O)Nc2ccc3c(c2)oc2ccccc23)nnc1-c1ccccc1	-4%	3%	-21%	-6%	x	9	22
COc1cc(C)c(Br)cc1S(=O)(=O)NCCCN1CCOCC1	-1%	-1%	20%	7%	-7%	2	-12
O=C(c1ccc(Cl)c([N+](=O)[O-])c1)N1CCN(c2ccccc2)CC1	3%	-27%	-5%	19%	7%	4	6
Cc1ccccc1NC(=S)NC1CCCC1	1%	-4%	-10%	u	u	-2	-2
COc1ccc(S(=O)(=O)NCc2cccnc2)cc1C(=O)NC1CCCCC1	-1%	-12%	13%	-1%	1%	-3	-10
CCc1noc(C)c1C(=O)Oc1ccc(N(C)S(=O)(=O)c2ccccc2)cc1	x	-4%	-3%	18%	-4%	x	x
CCCCOc1ccc(C(=O)NCC(=O)NCC(c2ccc(OC)cc2)N2CCCC2)cc1 (centres undefined)	x	-4%	50%[activator]	u	u	x	x
COC(=O)c1cccn(CC(=O)c2ccc(Cl)cc2)c1=O	4%	-4%	-6%	-4%	4%	11	13
O=C(CSc1ccccn1)Nc1ccc(F)c([N+](=O)[O-])c1	3%	-3%	-14%	-7%	u	3	0
CCN(CC)C(=O)NC1CC(=O)N(c2ccc(OC)cc2)C1 (centres undefined)	-2%	-9%	13%	-6%	51%[activator]	-3	-12

Part of the list above, limited to TbPYK inhibitor and Pf growth 96h:
Molecule,TbPYK inhibitor,Pf growth 96h
Cn1c(SCC(=O)Nc2ccc3c(c2)oc2ccccc23)nnc1-c1ccccc1,3%,x
COc1cc(C)c(Br)cc1S(=O)(=O)NCCCN1CCOCC1,-1%,-7%
O=C(c1ccc(Cl)c([N+](=O)[O-])c1)N1CCN(c2ccccc2)CC1,-27%,7%
Cc1ccccc1NC(=S)NC1CCCC1,-4%,u
COc1ccc(S(=O)(=O)NCc2cccnc2)cc1C(=O)NC1CCCCC1,-12%,1%

Carrying on:
SMILES	LmPK inh	TbPYK inhibitor	AMA1-RON2 inh	Pf growth 48h	Pf growth 96h	CHX counter	Shiga inhibitor
CC(=O)Nc1cccc(NC(=O)CSc2nnc3ccc(-c4ccncc4)nn23)c1	x	0%	-1%	34%[activator]	-15%	x	x
Cn1cc2c(=O)n(/N=C/c3ccccc3)cnc2n1	-5%	-4%	-28%	27%	0%	10	-3
Cc1ccc(NC(=O)CN2CCc3cc4c(cc3C2C)OCCCO4)cc1C (centres undefined)	11%	-2%	-18%	u	u	-2	2
NC(=O)c1ccccc1NC(=O)CCN1C(=O)c2ccccc2C1=O	0%	-8%	0%	7%	38%[activator]	4	-1
CCOC(=O)C(C)c1nn(C)c(=O)c2ccccc12 (centres undefined)	2%	5%	14%	8%	-7%	-1	-16
O=[N+]([O-])c1cccc(-c2nnc(SCc3cccnc3)o2)c1	-1%	-5%	-12%	22%	9%	13*	35
O=C(NCc1ccco1)C1CCCN(S(=O)(=O)c2ccc(Cl)cc2)C1 (centres undefined)	2%	1%	1%	x	3%	1	-15
Cc1cccc(C(=O)N2CCc3cc(-c4nc(NC(=O)CN5CCCC5)sc4C)ccc32)c1	-4%	-2%	27%	u	17%	1	2
NNc1nc(-c2ccccc2Cl)nc2sc3c(c12)CCCC3	3%	3%	15%	u	u	46*	52*
Cc1cccc(N2CCN(C(=O)C(C)n3nc(C)n4c(cc5occc54)c3=O)CC2)c1C (centres undefined)	-4%	1%&-2%	-10%	x	-21%	10	3
O=C(CSc1n[nH]c(-c2cccs2)n1)N1CCCCC1	x	-7%	26%	25%	27%	x	x
O=C(CCN1C(=O)c2ccccc2C1=O)NCc1ccc(Cl)cc1	3%	1%	6%	29%	6%	-1	-10
CN(Cc1ccccc1)C(=O)C1CCN(Cc2ccc(F)cc2)CC1	-2%	-3%	-11%	-9%	x	-1	1
COC(=O)c1sc(-c2cccs2)cc1NC(=O)/C=C/C(=O)O	4%	5%	-14%	7%	5%	11	63
NS(=O)(=O)c1ccc(NC(=O)COc2cccc3ccccc23)cc1	-1%	3%	-1%	-6%	-25%	-3	-6
COc1cc2c(cc1OC)C(C)N(C(=O)Nc1cc(C)cc(C)c1)CC2 (centres undefined)	6%	-6%	-2%	u	u	-3	-9
COC(=O)c1ccc(S(=O)(=O)N(CCO)Cc2ccccc2)n1C	1%	-6%	6%	0%	4%	-3	6
COc1ccc(NC(=O)CN2CCCC(C)C2)c([N+](=O)[O-])c1 (centres undefined)	1%	4%	u	-13%	103%[activator]	17*	32*
CC(C)Sc1nnc([C@H](C)NC(=O)OC(C)(C)C)o1	0%	-3%	12%	5%	5%[5.75 µM]	-1	15
CC1CCCN(CCCNC(=O)c2ccc3c(c2)N(Cc2ccccc2F)C(=O)c2ccccc2S3(=O)=O)C1 (centres undefined)	-7%	-8%&5%	2%	2.1µM*	u	-21	-24
O=C(CNS(=O)(=O)c1ccc(Br)s1)NCc1ccc(F)cc1	0%	-6%	7%	14%	17%	-6	10
CNC(=O)CSc1nc2nn(-c3ccccc3)c(=O)c-2c2n1CCCCC2	3%	10%	6%	u	u	-3	-12
S=c1[nH]c2cc(-c3ccccc3)ccc2o1	-14%	-21%	84%[activator]	32%[activator]	42%	11	9
Fc1ccc2[nH]c3c(N4CCN(Cc5ccc6c(c5)OCO6)CC4)ncnc3c2c1	0%	0%	u	5.2µM*	2.6µM*	-5	-36
CCOC(=O)c1ccc(-c2ccc3[nH]c4ccccc4c(=O)c3c2)cc1F	5%	-7%	3%	u	5.2µM*	0	-9
Cc1ccc(S(=O)(=O)N2CCC(C(=O)N3CCc4ccccc43)CC2)cc1C	x	6%	9%	u	u	x	x
CCOCCCNC(=O)C1CCN(S(=O)(=O)N2CCCCC2)CC1	-2%	4%	4%	1%	x	-1	-23
CCn1nc(NC(C)=O)c2cc3cccc(C)c3nc21	1%	-6%	4%	x	22%	-4	5
CCOC(=O)N1CCN(C(=O)c2ccccc2NC(=O)c2ccccc2Cl)CC1	2%	10%	-5%	-7%	44%[activator]	-1	-11
O=C(CNC(=O)C12CC3CC(CC(C3)C1)C2)OCc1cc(=O)n2cc(Br)ccc2n1	0%	3%	-9%	0%	12%	-2	3
O=c1c2c(nc3nc(NCc4ccc(Cl)cc4)[nH]n13)CCC2	-2%	-5%	-3%	-5%	1%	-2	-7
Cc1ccc(S(=O)(=O)N2CCN(C(=O)c3ccccc3)C2C(C)C)cc1 (centres undefined)	0%	1%	-7%	u	18%	-5	-9
CCOC(=O)c1c(NC(=O)C2C3C=CC(C3)C2C(=O)O)sc2c1CCC(CC)C2 (centres undefined)	3%	-3%	-5%	-14%	-12%	-2	-12
COC(=O)c1sc2nc(SCc3ccccc3C)n(N)c(=O)c2c1C	4%	9%	5%	-5%	u	-2	-8
O=c1[nH]c(C2CCN(S(=O)(=O)c3ccccc3C(F)(F)F)CC2)nc2c1nnn2Cc1cccc(F)c1	0%	4%	-16%	2.6µM*	u	-4	-5
CCOC(=O)c1sc(NC(=O)CCCn2nc([N+](=O)[O-])c(Cl)c2C)c(C(=O)OCC)c1C	0%	3%	-28%	2%	1.3µM*	-1	-1
COc1ccc(OC)c(-c2nnc(SCC(=O)N3CCCc4ccccc43)o2)c1	-5%	0%	-8%	u	81%[activator]	9	14
O=C1CSC(c2cn(-c3ccccc3)nc2-c2ccccc2)N1Cc1ccco1 (centres undefined)	-2%	1%	-16%	13µM*	2.9µM*	19*	35
CCOC(=O)C1CCN(C(=O)Cn2nc(C)c3c(C)n(-c4ccccc4)nc3c2=O)CC1	-11%	-3%	-4%	u	62%[activator]	0	-6
O=C1CC(Nc2cc(=O)[nH]c(=O)[nH]2)C(=O)N1c1ccccc1Cl (centres undefined)	-3%	-4%	-8%	21%	14%	6	-7
COc1ccc(N2CCN(C(=O)c3ccc4c(Cl)c5c(nc4c3)CCCC5)CC2)cc1	3%	10%&-5%	u	-9%	u	-3	-17
COc1ccc(C(C(=O)NCC2CCCO2)N(C(=O)CNC(=O)c2cccs2)c2ccccc2C)cc1OC (centres undefined)	2%	15%	-9%	-9%	-6%	-4	-29
